Compound activity (PubChem)
KOR beta-arrestin-1: KOR agonists, beta-arrestin recruitment, primary screen, cell-based, luminescence, uHTS (AID 1777) | KOR beta-arrestin recruitment, luminescence; higher % means a stronger effect | one-dose activation, % at 10 µM; EC50 in µM for titrated hits | 0.02% of 280,000 active; in the data active means activation above about 50%, passing the limit was not always enough; further: a part of the inactive calls stands beside numbers as strong as those of hits
human PMI inhibitors: MPI inhibition at elevated mannose 6-phosphate – biochemical, fluorescence intensity, high mannose 6-phosphate, primary screen (AID 1220). recombinant PMI enzyme, coupled fluorescence intensity; higher % means a stronger effect. inhibition, % at 20 µM; hits with a dose series show IC50 in µM. 0.66% of 190,000 active
LYP inhibition: PTPN22 lymphoid phosphatase activity blockers – biochemical, fluorescence intensity, uHTS (AID 1779); inhibition, % at 11.5 µM, or IC50 in µM where a hit was titrated; recombinant LYP phosphatase, fluorescence intensity; higher % means a stronger effect; 0.054% of 290,000 active;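 further: plate controls were vehicle with enzyme for no effect and no enzyme for full effect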
TNAP activation fold: stimulation of alkaline phosphatase TNAP activity – biochemical, luminescent, no phosphate acceptor, uHTS, primary screen (AID 1001) | purified TNAP, luminescent activation assay, no phosphate acceptor; higher activation fold means a stronger effect | one-dose activation fold at 20 µM; EC50 in µM for titrated hits | 0.03% of 200,000 active; in the data active means activation fold from about 3, or a potency from the dose series; inactive means the rest, 99 in 100 with activation fold below about 1.6; further: many of its hits are not listed in these tables
XIAP displacement: XIAP antagonists, biochemical, IAP family, fluorescence polarization (AID 1018). XIAP BIR domain, fluorescence polarization peptide displacement; higher % means a stronger effect. one-dose displacement, % at 20 µM; IC50 in µM for titrated hits. 0.007% of 200,000 active; in the data active means displacement above about 50%; further: a part of the inactive calls stands beside numbers as strong as those of hits
NOD1 NF-kB reporter: inhibition of NOD1-driven NF-kB reporter – cell-based, luminescence, uHTS, primary screen (AID 1578) | NOD1-driven NF-kB luciferase reporter cells, luminescence; higher % means a stronger effect | inhibition, % at 4 µM; hits with a dose series show EC50 in µM | 1% of 290,000 active; in the data active means inhibition mostly above about 36%, no sharp cut-off; inactive means mostly below about 34%;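 further: HEK-293T reporter cells stimulated with the NOD1 agonist gamma-tri-DAP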
NOD2 inhibition: NOD2 signaling inhibitors, cell-based, luminescence, uHTS, HEK293 (AID 1566). HEK293 NOD2/NF-kB luciferase reporter, luminescence; higher % means a stronger effect. one-dose inhibition, % at 4 µM; EC50 in µM for titrated hits. 0.63% of 290,000 active; further: many of its hits are not listed in these tables
KOR beta-arrestin-2: kappa opioid receptor blockers – cell-based, luminescence, uHTS (AID 1778); one-dose inhibition, % at 10 µM; IC50 in µM for titrated hits; KOR beta-arrestin recruitment, luminescence, antagonist mode; higher % means a stronger effect; 0.091% of 290,000 active; further: strong numbers were not always called active
human PMI inhibition: inhibitors of human PMI, primary screen, biochemical, fluorescence intensity, coupled assay (AID 1209); purified PMI enzyme, coupled fluorescence intensity; higher % means a stronger effect; inhibition, % at 20 µM; hits with a dose series show IC50 in µM; 0.42% of 190,000 active;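 further: plate controls were DMSO vehicle for no effect and wells lacking substrate for full effect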
The depositor's hits bear a star; / = not tested or not shown; [ ] = another dose, or the depositor's remark. Unless noted, no stated cut-off is given here; in the data, active means inhibition above about 50%; inactive means the rest.

entry | KOR beta-arrestin-1 | human PMI inhibitors | LYP inhibition | TNAP activation fold | XIAP displacement | NOD1 NF-kB reporter | NOD2 inhibition | KOR beta-arrestin-2 | human PMI inhibition | SMILES
1 | 1.1% | 4% | -6% | 1.1 | -1.5% | 16% | 18% | -12% | 8% | NC(=O)c1ccc(C2SCC(=O)N2Cc2ccccc2)cc1 (stereo not given)
2 | -0.3% | 21% | 3% | 1 | 0.1% | -4% | -30% | -2% | 20% | COc1ccc(C(=O)Nc2nc(-c3cccs3)cs2)cc1
3 | 1.0% | / | -4% | / | / | 3% | 29% | -3% | / | C/C(CC(=O)Nc1ccc(Cl)cn1)=N\NC(=O)Cc1cccs1
4 | 3.3% | 14% | 4% | 1.1 | -4.9% | -21% | 13% | / | 5% | C/C(=N\Nc1ccc(C(F)(F)F)cn1)c1ccc(S(=O)(=O)NCc2ccco2)cc1
5 | -0.9% | -10% | -9% | 1 | -5.0% | 2% | 6% | 17% | -9% | O=C(N/N=C/C1CCCCC1)c1cc(Cl)ccc1O
6 | 3.5% | / | -7% | / | / | 0% | 28% | -7% | / | c1ccc2[nH]c(CCCCc3nc4ccccc4[nH]3)nc2c1
7 | / | 0% | -5% | 1.1 | -5.4% | -20% | 4% | -36%[20 µM] | 2% | COc1ccc(CC2(CO)CCN(CC3=CC[C@H]4C[C@@H]3C4(C)C)CC2)cc1
8 | -1.9% | / | -12% | / | / | -17% | -3% | -11% | / | Cc1cc2oc(=O)sc2cc1NS(=O)(=O)c1cccc2cccnc12
9 | 4.9% | -12% | 0% | 1 | -1.1% | 0% | 4% | -10% | -12% | Cc1ccc(C)c(N(C(=O)CCC(=O)Nc2cc(C)on2)C(C(=O)NC2CCCC2)c2ccco2)c1 (stereo not given)
10 | -2.4% | 7% | -1% | 1.1 | -5.8% | 6% | 17% | -27%[20 µM] | 11% | Cc1ccc2cccc(S(=O)(=O)N3CCCc4ccccc43)c2n1
11 | 1.5% | / | -8% | / | / | -5% | 4% | -12% | / | Cc1noc(C)c1C(=O)OCC(=O)N1CCN(S(=O)(=O)c2ccc3ccccc3c2)CC1
12 | 2.6% | / | -5% | / | / | -1% | 10% | 1% | / | C=CCN(c1ccccc1)S(=O)(=O)c1cccc2cccnc12
13 | -3.4% | 0% | -7% | 1.1 | -2.8% | 3% | 9% | 12% | 2% | COc1ccc(C(CNC(=O)COc2ccccc2C#N)N2CCOCC2)cc1 (stereo not given)
14 | 0.2% | / | -6% | / | / | 4% | 17% | 16% | / | Cc1cccn2c(=O)c3cc(C(=O)NCCN4CCOCC4)n(C)c3nc12
15 | 16% | / | -11% | / | / | -18% | 0% | -25%[20 µM] | / | CCOC(=O)[C@@H]1[C@H]2COc3ccccc3[C@@H]2N2C(=O)N(c3ccc(C)cc3)C(=O)[C@]12C
16 | 1.4% | -2% | -10% | 1.1 | 2.1% | 2% | 0% | 7% | -5% | CC1CCCCC1NS(=O)(=O)c1ccc(-n2cnnn2)cc1 (stereo not given)
17 | -6.3% | / | -3% | / | / | -6% | 5% | -4% | / | C=CCn1cnc2c(oc3ccccc32)c1=O
18 | 2.2% | 9% | -3% | 1 | -5.3% | -11% | -5% | 1% | 11% | CCn1c(SCC(=O)Nc2nc(C)c(C)s2)nnc1-c1cccnc1
19 | -5.0% | -2% | 3% | 1.1 | -2.8% | -21% | 18% | 9%[20 µM] | 3% | CCCCCC(=O)NC(=S)Nc1ccc2oc(=O)ccc2c1
20 | 3.7% | / | 0% | / | / | -112% | -225% | -30% | / | O=C(Nc1ccc2c(c1)CCC2)Nc1ccccc1F
21 | -0.7% | -4% | -7% | 1.1 | -4.5% | -15% | 8% | -12% | -7% | COc1ccc(CNc2ncccn2)cc1OC
22 | / | 3% | -5% | 1.1 | -4.5% | -36% | 24% | -17%[20 µM] | 1% | Cc1sc2nc(SCC(=O)NCCOCCO)nc(N)c2c1C
23 | -2.4% | -4% | -11% | 1.1 | -2.0% | -6% | 15% | 7% | 3% | N#CCCN(C(=O)CSc1ccc2c(c1)OCCO2)c1ccc(F)cc1
24 | -0.9% | -13% | 2% | 1 | -4.9% | -14% | 6% | 21% | -6% | CCOC(=O)c1cn(CC)c2cc(Cl)c([N+](=O)[O-])cc2c1=O
25 | 1.7% | / | -3% | / | / | 0% | 8% | 9% | / | C/C(=N\N=C1/SC(CC(=O)O)C(=O)N1c1ccccc1)c1ccc(C)cc1 (stereo not given)
26 | 0.3% | / | -6% | / | / | -23% | 11% | -18% | / | Nc1nonc1-n1nnc(C(=O)N/N=C/c2ccc(Br)cc2)c1CN1CCOCC1
27 | -1.4% | -16% | -7% | 1.1 | -9.0% | 19% | 14% | -19% | -14% | Cc1ccc(-n2c(SCC(=O)NCc3ccco3)nnc2-c2cccnc2)cc1
28 | -5.0% | 5% | -2% | 0.8 | -2.6% | -7% | 1% | 0% | 8% | COc1ccc(C(=O)/C=C/c2ccc(O)cc2)cc1
29 | 4.5% | -9% | 3% | 1 | -9.1% | -52% | -17% | -9% | -13% | O=C(CN1CCCC1)Nc1c2c(cc3c1CCC3)CCC2
30 | -1.2% | / | -13% | / | / | 6% | 5% | -40%[20 µM] | / | O=C1CCN(Cc2ccc(O)cc2)CCN1CCO

Exported with tabs: part of the list above.
nr	smiles	KOR beta-arrestin-1	human PMI inhibitors	LYP inhibition	TNAP activation fold	XIAP displacement	NOD1 NF-kB reporter	NOD2 inhibition	KOR beta-arrestin-2	human PMI inhibition
1	NC(=O)c1ccc(C2SCC(=O)N2Cc2ccccc2)cc1 (stereo not given)	1.1%	4%	-6%	1.1	-1.5%	16%	18%	-12%	8%
2	COc1ccc(C(=O)Nc2nc(-c3cccs3)cs2)cc1	-0.3%	21%	3%	1	0.1%	-4%	-30%	-2%	20%
3	C/C(CC(=O)Nc1ccc(Cl)cn1)=N\NC(=O)Cc1cccs1	1.0%	/	-4%	/	/	3%	29%	-3%	/
4	C/C(=N\Nc1ccc(C(F)(F)F)cn1)c1ccc(S(=O)(=O)NCc2ccco2)cc1	3.3%	14%	4%	1.1	-4.9%	-21%	13%	/	5%
5	O=C(N/N=C/C1CCCCC1)c1cc(Cl)ccc1O	-0.9%	-10%	-9%	1	-5.0%	2%	6%	17%	-9%
6	c1ccc2[nH]c(CCCCc3nc4ccccc4[nH]3)nc2c1	3.5%	/	-7%	/	/	0%	28%	-7%	/
7	COc1ccc(CC2(CO)CCN(CC3=CC[C@H]4C[C@@H]3C4(C)C)CC2)cc1	/	0%	-5%	1.1	-5.4%	-20%	4%	-36%[20 µM]	2%
8	Cc1cc2oc(=O)sc2cc1NS(=O)(=O)c1cccc2cccnc12	-1.9%	/	-12%	/	/	-17%	-3%	-11%	/
9	Cc1ccc(C)c(N(C(=O)CCC(=O)Nc2cc(C)on2)C(C(=O)NC2CCCC2)c2ccco2)c1 (stereo not given)	4.9%	-12%	0%	1	-1.1%	0%	4%	-10%	-12%
10	Cc1ccc2cccc(S(=O)(=O)N3CCCc4ccccc43)c2n1	-2.4%	7%	-1%	1.1	-5.8%	6%	17%	-27%[20 µM]	11%
11	Cc1noc(C)c1C(=O)OCC(=O)N1CCN(S(=O)(=O)c2ccc3ccccc3c2)CC1	1.5%	/	-8%	/	/	-5%	4%	-12%	/
12	C=CCN(c1ccccc1)S(=O)(=O)c1cccc2cccnc12	2.6%	/	-5%	/	/	-1%	10%	1%	/

Later entries:
entry | KOR beta-arrestin-1 | human PMI inhibitors | LYP inhibition | TNAP activation fold | XIAP displacement | NOD1 NF-kB reporter | NOD2 inhibition | KOR beta-arrestin-2 | human PMI inhibition | SMILES
31 | -1.7% | -12% | 1% | 1 | -3.3% | 18% | -15% | 10% | -1% | CCc1nc2c(c(=O)c3ccccc3n2C)c(=O)n1CCc1ccc(OC)cc1
32 | 0.8% | / | -10% | / | / | -24% | 8% | 13% | / | O=C(NCc1ccccc1)C1CC(=O)N(C2CCCCC2)C1 (stereo not given)
33 | -3.5% | / | -7% | / | / | 10% | 7% | -7% | / | Cn1nnc2cc(C(=O)N3CCN(c4ccccn4)CC3)ccc21
34 | 0.6% | 0% | -3% | 1 | -2.7% | -7% | 10% | 0% | -2% | CCCNC(=O)Cn1cccc1C(=O)c1ccccc1
35 | -0.6% | 19% | 4% | 1 | -4.2% | 0% | 10% | 27% | 21% | CCOc1ccc2nc(NC(=O)C3CCCN(S(=O)(=O)c4cccs4)C3)sc2c1 (stereo not given)
36 | -1.8% | -7% | 2% | 1.1 | -7.3% | -35% | 13% | -14% | -15% | O=C(C[n+]1cccc(O)c1)Nc1ccc(Br)cc1
37 | 10% | / | -8% | / | / | -9% | 2% | 2% | / | Cc1cccc(C)c1OCc1cc(C(=O)N2CCNC(=O)C2)no1
38 | -0.1% | 5% | 1% | 1.1 | -5.7% | -28% | 9% | -27% | 5% | COc1cc(NC(=O)c2ccco2)c(OC)cc1NC(=O)Nc1cccc(Cl)c1
39 | 0.6% | -2% | -7% | 1.1 | 0.2% | -27% | 1% | -22% | -10% | Cc1ccc(Cl)cc1N1CCN(C(=O)C2CCC(=O)N2C(C)C)CC1 (stereo not given)
40 | / | / | -5% | 1.1 | -3.7% | -33% | 12% | -34%[20 µM] | / | CS(=O)(=O)N(CC(=O)Nc1ccccc1)c1cccc(Cl)c1Cl
41 | -0.6% | 11% | -2% | / | -3.8% | -42% | -12% | 31% | 12% | Cc1ccc(O)c(-c2cc(C(=O)NCc3ccccc3)[nH]n2)c1
42 | -0.1% | 10% | -6% | 1.1 | -4.6% | 28% | 12% | 7% | 10% | CCCSC1=N/C(=C\c2ccsc2)C(=O)S1
43 | 2.2% | / | -2% | / | / | 12% | 7% | -26% | / | NS(=O)(=O)c1ccc(CCNC(=O)c2cc3ccccc3s2)cc1
44 | -0.2% | / | -3% | / | / | -10% | 8% | 21% | / | NNC(=O)c1csc(-c2ncc(C(F)(F)F)cc2Cl)n1
45 | -3.8% | 5% | -8% | 1.1 | -9.6% | -50% | 5% | -3% | 1% | O=C(NCc1ccccn1)c1nn(-c2ccccc2)c(=O)c2ccccc12
46 | -5.5% | 7% | -7% | 1.2 | 1.7% | -20% | 5% | 25% | 4% | O=C(CS(=O)CC(=O)N(c1ccccc1)C(C(=O)NC1CCCC1)c1cccs1)Nc1ccc(F)cc1 (stereo not given)
47 | -0.7% | 3% | -4% | 1 | -6.1% | 3% | -45% | 16% | 7% | CSc1nnc(-c2ccccc2N=Cc2c(C)[nH]n(-c3ccc4ccccc4c3)c2=O)c(=O)[nH]1
48 | 1.3% | -1% | 0% | 1.4 | -15% | -31% | -20% | -9% | 4% | Cc1ccc(C(=O)CNc2ccc(C)c(Cl)c2)cc1
49 | 4.8% | / | -8% | / | / | -10% | -39% | -11% | / | Cc1cc(-c2nc(C)c(-c3nnc(SCC(=O)Nc4ccccc4)n3C)s2)no1

This is a subset; count on the stated rates, not on these rows.
